MITF TRPM1 inh: reduces MITF-dependent TRPM1 promoter luciferase signal; 330,000 tested, 0.83% active; inhibition, % at 12.5 µM; AID 488899; SK-MEL-5 TRPM1 promoter luciferase, 24 h;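 active means mean inhibition across replicates of 60% or more, whatever share of single replicates reaches that level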; further: values of inactives mirror those of a sister screen read the other way
NR2E3 ag-1: NR2E3 (human) agonism. inhibition of corepressor binding, % at 4.78 µM. GST-NR2E3/biotin-RetCOR TR-FRET, 1536-well. Q9Y5X4. 320,000 tested, 0.12% active. AID 2300;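 active means percent inhibition above the cutoff of mean plus 3 SD of all tested compounds, set per screening campaign, cut at about 20% in these data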;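 further: 0% = DMSO wells and 100% = biotin wells as full block of FRET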
Target sequence (Q9Y5X4 whole entry, looked up): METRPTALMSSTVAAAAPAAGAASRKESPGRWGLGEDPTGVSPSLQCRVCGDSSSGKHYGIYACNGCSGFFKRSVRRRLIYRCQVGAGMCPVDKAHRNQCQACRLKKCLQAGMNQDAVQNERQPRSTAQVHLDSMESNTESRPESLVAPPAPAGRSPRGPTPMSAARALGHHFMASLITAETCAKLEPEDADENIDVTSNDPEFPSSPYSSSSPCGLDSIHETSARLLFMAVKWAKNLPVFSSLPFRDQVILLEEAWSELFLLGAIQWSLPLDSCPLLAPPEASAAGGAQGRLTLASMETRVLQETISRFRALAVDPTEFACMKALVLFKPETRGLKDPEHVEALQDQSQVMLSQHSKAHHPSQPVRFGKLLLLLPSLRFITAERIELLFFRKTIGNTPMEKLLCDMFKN
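Test system – NR2E3–RetCOR corepressor complex · Quantity – NR2E3 fusion 1.35 nM · Buffer or medium – Tris pH 7.5 · Incubation – Compound–protein incubation for 5 h at 4 °C · Technique – TR-FRET, Eu(K)-anti-GST donor, streptavidin-D2 acceptor, ex 340, em 617/671 nm · Evaluation – percent inhibition of 671/617 nm emission ratio versus biotin and DMSO controls · Plate – 1536-well format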
NR2E3 ag-2: activates human NR2E3 receptor. CHO-S Gal4-NCOR/VP16-NR2E3 two-hybrid, luciferase. 360,000 tested, 0.35% active. inhibition of corepressor binding, % at 3.98 µM. AID 602229;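 active means inhibition above the mean of all tested compounds plus 3 SD, cut at about 70% in these data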;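 further: 0% = DMSO with NR2E3 transfected cells and 100% = cells lacking NR2E3 construct; higher means lower luciferase signal from less NR2E3 corepressor binding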
CF NFkB inh: cystic fibrosis NF-kB activation inhibition; KKLEB NF-kB-GFP reporter, PAF-induced, GFP fluorescence overnight; inhibition, % at 5 µM; 360,000 tested, 0.86% active; AID 588850;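 active means at least 50% inhibition at 5 µM, scaled per plate between neutral and stimulator controls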;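 further: PAF is a Pseudomonas aeruginosa culture filtrate used as stimulus; plate controls were PAF-stimulated DMSO wells for no effect and unstimulated DMSO wells for full effect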
HIF-2a block: HIF-2a inhibition | inhibition, % at 18.8 µM | 360,000 tested, 0.72% active | 786-0 RCC cells HIF-2a reporter, luciferase luminescence, overnight;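 active means inhibition of the luminescence signal of 40% or more relative to plate controls, in a single-dose primary screen at 18.75 µM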
Shn3 3UTR inh: reduces Shn3 3'UTR luciferase signal in osteoblasts; inhibition, % at 12.5 µM; 360,000 tested, 0.52% active; Clone20 osteoblast Shn3 3'UTR firefly luciferase, 24 h;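 active means mean inhibition of at least 75% with every replicate also reaching 75%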;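 further: 0% = median of neutral control wells and 100% = pilot-screen positive control compound; some compounds past the cut are filed as inactive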
Peg3 promoter: Peg3 promoter activity inhibition | HeLa PEG-Prom luciferase reporter, luminescence, overnight | inhibition, % at 20 µM | 360,000 tested, 1.7% active;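 active means inhibition of at least 50% at 20 µM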
TWEAK-Fn14 inh: inhibitors of TWEAK-Fn14 interaction signaling | AID 1159606 | TWEAK-stimulated Fn14 reporter cells, luciferase luminescence, 8 h | inhibition, % at 10 µM | 360,000 tested, 2% active; in the data active means inhibition above about 50%
KKLEB cytotox: counter-screen for CF NF-kB inhibitors: cytotoxicity | KKLEB CF airway cells viability, ATPlite luminescence, overnight; active compounds read low; cells stimulated with P. aeruginosa culture filtrate | activity change (cytotoxicity), % at 5 µM | 360,000 tested, 0.36% active;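 active means corrected activity change at or below -50% at 5 µM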
C8 TRAIL sens: caspase-8 TRAIL sensitization; NB7+C8 cells + TRAIL, ATPlite viability luminescence; inhibition (viability loss, TRAIL sensitization), % at 10 µM; 360,000 tested, 1% active; AID 624354;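 active means compounds causing at least 50% loss of cell viability in the single-dose screen, relative to plate controls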
TROY NFkB inh: blocks TROY-dependent signaling in reporter cells | Q293 LMP1-TROYcd NF-kB luciferase reporter, 4 h | inhibition, % at 10 µM | 360,000 tested, 0.98% active;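 active means compounds whose plate-normalised and pattern-corrected inhibition of the luciferase reporter signal at the single screening dose is 50% or more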
* marks the source's active call; other numbers are inactive results; x = not tested or not shown. These rows are one share of the data; rates above refer to the full screens.

SMILES	MITF TRPM1 inh	NR2E3 ag-1	NR2E3 ag-2	CF NFkB inh	HIF-2a block	Shn3 3UTR inh	Peg3 promoter	TWEAK-Fn14 inh	KKLEB cytotox	C8 TRAIL sens	TROY NFkB inh
CC(C)c1[nH]nc2c1C(C(C)C)C(C#N)=C(N)O2 (stereo not given)	12	-2	-20	-2	1	-14	25	18	6	12	-1
CC(=O)c1ccc(NC(=O)CCC(=O)OCC(=O)c2cccc([N+](=O)[O-])c2)cc1	3	2	-1	-17	8	-16	1	39	13	-14	3
COc1ccc(-c2csc3ncnc(N4CCN(c5ccc(OC)cc5)CC4)c23)cc1	10	1	-7	44	17	12	30	12	1	10	36
O=C(Cc1cccs1)N/N=C/c1ccccn1	2	-1	-57	-4	-25	x	-10	5	-5	1	-22
[O-][n+]1onc2c1CCC1N(O)C(c3ccccc3)CC21O (stereo not given)	10	-2	9	-12	-10	-18	7	-11	20	-4	-25
COC(=O)c1nccnc1C(=O)Nc1ccccc1N1CCOCC1	-11	-3	-16	-14	8	9	9	2	11	-3	-3
O=C(Nc1ccc(-c2n[nH]c(=S)o2)cc1)c1ccccc1Br	-5	2	-51	-12	-54	0	-40	-13	1	1	-36
Cc1ccsc1C(=O)OCC(=O)Nc1cccc(S(=O)(=O)N2CCCCC2)c1	x	x	6	8	0	4	2	11	3	-7	2
O=C(Nc1cccc(-n2cnnn2)c1)c1cc(Cl)ccc1Cl	-13	-4	24	-21	-5	-8	16	6	6	3	-4
CC(OC(=O)c1cccs1)C(=O)Nc1nc(-c2ccccc2)cs1 (stereo not given)	-24	-1	-36	-6	-108	-9	-54	-26	-7	6	-21
O=C(Cc1ccccc1)Nc1ccc(F)cc1	-24	4	-7	-1	-24	10	-3	-20	-2	16	-26
COC(=O)c1c(C)oc2ccc(NS(=O)(=O)c3cccs3)cc12	9	0	32	16	20	27	14	21	-2	-4	24
O=C(COC(=O)/C=C/c1ccc(Cl)cc1)NC1CCCC1	5	4	-14	-11	-6	0	-4	-13	0	-9	0
COc1cccc(CNC(=O)CC2C(=O)NCCN2Cc2ccoc2)c1OC (stereo not given)	16	0	0	3	2	1	0	-4	-4	23	-7
CSc1cccc(NS(=O)(=O)c2cccc3nsnc23)c1	2	-3	-7	2	3	2	17	-1	-4	14	7
N#CCC(=O)N/N=C/c1ccc(OCC(=O)Nc2ccc(F)cc2)cc1	-10	2	-15	-29	8	8	-35	-9	6	0	3
COc1ccc(C(N)=O)cc1NC(=O)c1cccc(F)c1	22	1	-21	-14	19	11	17	2	7	-14	-25
O=C(NC1CCCC1)c1cccc(NC(=O)c2ccco2)c1	0	-5	-8	1	-11	0	-10	-9	-3	12	-3
COc1cccc(C(=O)Nc2ccc3c(c2)C(=O)NC3=O)c1	-18	0	-52	2	-38	-11	-20	0	-1	-5	-55
CC(C)CNC(=O)c1cccc(NC(=O)c2ccco2)c1	1	3	-11	17	-12	19	-16	-23	-17	7	-3
O=C1CNC(=S)N1Cc1cccc(Cl)c1	9	6	-8	-39	12	12	11	14	11	-16	4
CCc1nnc(NC(=O)c2ccc(COc3cccc(C)c3)o2)s1	9	3	-38	-2	8	6	-2	19	8	-10	10
COc1cc2sc(-c3ccc(S(C)(=O)=O)cc3)c(C(=O)NCCCCO)c2cc1OC	-7	x	-14	4	-6	-4	7	4	-6	0	9
O=C1N2CCCCC1(c1ccccc1)CCCC2	x	x	-8	x	-5	x	x	-6	x	-10	3
CN(CC(=O)Nc1ccccc1N1CCOCC1)S(=O)(=O)c1ccc(F)cc1	1	1	-32	12	11	23	-6	8	-6	-7	9
Cc1nc(Nc2ccc(S(N)(=O)=O)cc2)sc1-c1ccccc1	-57	0	-2	3	-190	-14	-185	23	1	-34	-42
CC(=O)Nc1ccc(NC(=O)COc2ccc(-c3ccc(C#N)cc3)cc2)cc1	-27	-5	7	-35	0	2	5	-26	-10	16	17
O=[N+]([O-])c1ccc(COc2ccccc2CN2CCOCC2)cc1	12	x	-11	-10	-9	4	8	-4	-10	-8	-9
COc1ccc(/C=N/n2nnnc2N)cc1OC	6	4	-5	7	10	-21	7	5	0	8	5
Cc1ccc(OCc2cccc(S(=O)(=O)N(C)C)c2)c([N+](=O)[O-])n1	-6	0	13	15	1	5	9	-6	-14	3	-4
CNC(C)C(=O)NC(C(=O)N1CCCC1C(=O)Nc1ccc2ncccc2c1)C(C)C (stereo not given)	x	4	13	-20	10	6	-17	15	2	-6	-12
CC(C)C(C)NC(=O)CN1C(=O)NC(c2ccccc2)(c2ccccc2)C1=O (stereo not given)	6	0	-13	11	20	5	37	13	0	-9	8
O=C(Cn1cnc2ccccc2c1=O)Nc1ccccc1N1CCOCC1	5	0	-1	-9	15	2	7	5	0	22	10
CN1C(=O)/C(=C/c2coc3ccc(O)cc3c2=O)SC1=S	14	-2	-7	-10	-20	12	-28	-28	12	-5	-42
Cc1cc(C)cc(N(CC(=O)NCC2CCCO2)C(=O)CCC(=O)Nc2cc(C)on2)c1 (stereo not given)	-1	0	-36	8	15	14	14	7	0	12	-19
COc1cccc(CNC(=O)Cc2ccc(OC)c(S(=O)(=O)N3CCOCC3)c2)c1	-2	4	13	-2	1	-7	-1	0	3	4	-18
Cc1ccc(NC(=O)c2cc(C)n(-c3cccc(C)c3)c2C)cc1	-21	-1	18	-5	-205	-4	-243	37	-16	30	44
CC(C)CC(=O)NC(=S)Nc1ccc(Cl)cn1	-63	-1	-8	2	-182	-34	-153	-18	3	-8	-64
COC(=O)c1ccccc1CC1SC(N)=NC1=O (stereo not given)	0	2	-10	-5	7	3	-11	26	-10	12	-2
O=C(NCC1CCCO1)C1CCN(CC2CCCCC2)CC1 (stereo not given)	11	-1	-16	-7	17	-4	-8	8	7	-4	x
Cc1ccc(-c2nnc(SCC(=O)NC3CC3)o2)cc1	-14	0	-26	9	-106	-19	-102	8	9	-9	-26
CC1C(=O)N2CCCc3cc(S(=O)(=O)N4CCCCC4)cc1c32 (stereo not given)	-2	3	-18	23	7	-3	15	-1	-12	-26	14
O=C(c1n[nH]c(=O)c2ccccc12)N1CCN(c2ccccc2Cl)CC1	0	-5	2	3	3	7	24	14	8	-8	-3
C[C@H](CO)N1C[C@H](C)[C@@H](CN(C)C(=O)Nc2ccccc2)Oc2ccc(NC(=O)Nc3ccccc3)cc2C1=O	5	x	-5	-12	14	-1	2	3	5	-9	9
Cc1ccc(N(CC(=O)NCC2CCCO2)C(=O)Cn2nnc(-c3cccs3)n2)cc1 (stereo not given)	5	2	0	1	-25	0	-28	8	-5	-1	4
O=C1CSC(=S)N1Nc1ccccc1	9	x	6	-16	14	-13	2	-2	18	-4	-6
CCOC(=O)Cc1cc(=O)n2[nH]c(-c3ccc(Cl)cc3)cc2n1	5	-1	-57	-20	-53	-18	-18	-12	5	10	-63
COc1cc(C(C)=O)ccc1OCC(=O)Nc1ccccc1N1CCCC1	10	3	4	-27	5	11	13	13	11	-9	12
Cc1ccc(C2/C(=C(\O)c3c(C)nc4c(C)cccn34)C(=O)C(=O)N2CCN(C)C)o1 (stereo not given)	-1	x	-4	4	13	-6	-3	-15	8	-14	7
CCc1nc2ccc(C(=O)NCCCn3ccnc3)cn2c1N(C)Cc1ccc(Cl)cc1	x	x	-9	9	17	-34	3	-6	-17	16	-10
Cc1nc2nc(SCc3ccccc3)nn2c(C)c1C	-44	2	-34	2	-163	-16	-88	-31	-3	6	-39
COc1ccc2nc(NC(=O)c3ccccc3-c3ccccc3C(=O)O)sc2c1	-1	-2	-2	-5	14	-37	12	6	11	2	3
Cc1ccc(NC(=O)Nc2ccccc2)c(Br)c1	-62	0	-100	9	-226	-18	-138	-21	2	22	-82
O=C(CCCC1=NS(=O)(=O)c2ccccc2N1)Nc1ccccc1	9	3	-7	-12	-2	-12	6	-1	12	-1	28
CC1=CC2=NC(=O)C(c3ccccc3)C(=O)N2C=C1 (stereo not given)	10	x	-27	10	-42	-17	-16	20	18	2	-27
CC(=O)c1ccc(-n2c(-c3cc(-c4ccco4)[nH]n3)n[nH]c2=S)cc1	2	2	-11	2	9	-9	14	-2	10	13	16
Cc1cc(C(=O)CSC(C)c2nc3ccccc3c(=O)[nH]2)c(C)n1C (stereo not given)	1	2	6	4	10	-2	7	8	1	-4	5
C=CCOC(=O)C(=O)/C=C/c1csc2ccccc12	14	3	-4	-4	-10	3	2	15	7	-9	16
